Rev-erbA mod: modulators of Rev-erb alpha DNA binding, primary screen, biochemical, FITC-DNA, fluorescence polarization, uHTS; Nuclear receptor subfamily 1 group D member 1 (Homo sapiens), P20393; Rev-erbα–FITC-DNA binding, 90 min; activity, % at 10 µM; 370,000 compounds, 0.79% hits; AID 1259318, 2017;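 active means activity above about 14%, limit read from the data; passing the limit was not always enough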;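 further: 0% = DMSO wells with 35 nM protein and 100% = DMSO wells with 750 nM protein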
GAA850 FXN act: FXN promoter activators, primary screen, cell-based, luciferase luminescence, HEK293 lucGAA850 | HEK293 lucGAA850 FXN promoter luciferase reporter, 24 h; percent of 10 µM SAHA response | activation, % at 6 µM | 360,000 compounds, 0.56% hits | AID 540364, 2011;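 active means activation above the average of all compounds screened plus 3 SD, cutoff fixed separately per campaign, cut at about 7.5% in these data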;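 further: 0% = DMSO wells and 100% = 10 µM SAHA wells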
DAX1 inh-1: DAX1 (NR0B1) inhibitors, primary screen, cell-based, HEK293, Gal4-DAX1, luciferase luminescence. Nuclear receptor subfamily 0 group B member 1 (Homo sapiens), P51843. HEK293 Gal4-DAX1 luciferase reporter. inhibition, % at 6.75 µM. 340,000 compounds, 0.99% hits. AID 504766, 2011;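 active means inhibition above the mean over all tested compounds plus 3 SD, cut at about 4.2% in these data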;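 further: 0% = DAX1-transfected cells with DMSO and 100% = empty-vector control cells with DMSO; inhibition shows as a rise in luminescence from relieved DAX1 repression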
Target sequence (P51843 207-470 limits assumed): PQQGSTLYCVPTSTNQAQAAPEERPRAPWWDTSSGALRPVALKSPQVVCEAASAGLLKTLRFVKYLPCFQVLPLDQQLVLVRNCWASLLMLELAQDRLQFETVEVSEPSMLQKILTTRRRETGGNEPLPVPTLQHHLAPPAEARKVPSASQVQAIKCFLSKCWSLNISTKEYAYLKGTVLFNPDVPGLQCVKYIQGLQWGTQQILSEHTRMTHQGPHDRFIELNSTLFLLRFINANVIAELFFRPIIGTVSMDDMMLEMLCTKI
PG9 binder: binders of HIV-1 gp120 antibody PG9, primary screen, biochemical, TR-FRET; HIV-1 gp120 / PG9 antibody interaction; TR-FRET gp120-PG9 antibody binding; inhibition, % at 6.7 µM; 360,000 compounds, 0.43% hits; in the data active means inhibition above about 8.5%
SMARCA2 activ: SMARCA2 (BRM) function activators, primary screen, cell-based, luminescence, high throughput; 370,000 compounds, 1% hits; MG213 cells, MMTV-luciferase reporter, dexamethasone, overnight; activation, % at 9.1 µM; in the data active means activation above about 7.8%;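 further: 0% = vehicle wells and 100% = reference activator wells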
hgDAF-12 ag: H. glycines DAF-12 receptor agonists, primary screen, cell-based, luminescence, HEK293, GAL4 fusion, UAS-luciferase | Nuclear hormone receptor DAF-12 (Heterodera glycines), GAL4 fusion | HEK293 GAL4-hgDAF12 UAS-luciferase reporter, agonist luminescence; normalized to butyrate control | activation, % at 6.8 µM | 370,000 compounds, 1.8% hits | AID 687014, 2013;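 active means activation above a cutoff set at the mean of all screened compounds plus 3 SD, cut at about 10% in these data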;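 further: 0% = DMSO wells and 100% = sodium butyrate wells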
DAX1 inh-2: DAX1 (NR0B1) inhibitors on StAR promoter, primary screen, cell-based, luminescence, SF-1 (NR5A1), full-length DAX-1 | AID 652010, 2013 | inhibition, % at 6.8 µM | 370,000 compounds, 1.1% hits | HEK293T StAR-luciferase reporter, SF-1/DAX-1 repression relief;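 active means inhibition above the mean over all tested compounds plus 3 SD, cut at about 3.6% in these data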;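 further: 0% = DAX-1 cells with DMSO and 100% = cells lacking DAX-1 with DMSO; higher inhibition means more luminescence from relief of DAX-1 repression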
PLCb3 inh: human PLC-beta3 inhibitors, primary screen, biochemical, fluorescence. 1-phosphatidylinositol 4,5-bisphosphate phosphodiesterase beta-3 (Homo sapiens), Q01970. Purified PLC-beta3, fluorogenic substrate. inhibition, % at 12.2 µM. 370,000 compounds, 0.18% hits; in the data active means inhibition above about 11%;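 further: 0% = median of compound wells on plate and 100% = full blocker control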
ssDAF12 agonist: S. stercoralis DAF-12 nuclear receptor activators, primary screen, cell-based, luminescence, HEK293, GRIP1 co-expression, lit1-tk-luc. Nuclear hormone receptor DAF-12 (Strongyloides stercoralis). HEK293 ssDAF-12/GRIP1 lit1-tk-luc reporter; % of 3 µM dafachronic acid response. activation, % at 6.8 µM. 370,000 compounds, 1% hits;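 active means activation above the mean over all tested compounds plus 3 SD, cut at about 0.9% in these data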;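 further: 0% = DMSO-only wells and 100% = 3 µM delta7-dafachronic acid wells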
sPLA2-III inh: human group III sPLA2 inhibitors, primary screen, biochemical, QFRET, BODIPY PC-A2 liposome substrate. Group 3 secretory phospholipase A2 (Homo sapiens), Q9NZ20. QFRET BODIPY PC-A2 liposome hydrolysis, fluorescence. inhibition, % at 12.2 µM. 370,000 compounds, 0.56% hits. AID 743126, 2013;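 active means inhibition above mean plus 3 SD of compounds lying within the high and low control bounds, cut at about 19% in these data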;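 further: 0% = median of test compound wells and 100% = no enzyme DMSO wells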
Target sequence (Q9NZ20 whole entry, looked up): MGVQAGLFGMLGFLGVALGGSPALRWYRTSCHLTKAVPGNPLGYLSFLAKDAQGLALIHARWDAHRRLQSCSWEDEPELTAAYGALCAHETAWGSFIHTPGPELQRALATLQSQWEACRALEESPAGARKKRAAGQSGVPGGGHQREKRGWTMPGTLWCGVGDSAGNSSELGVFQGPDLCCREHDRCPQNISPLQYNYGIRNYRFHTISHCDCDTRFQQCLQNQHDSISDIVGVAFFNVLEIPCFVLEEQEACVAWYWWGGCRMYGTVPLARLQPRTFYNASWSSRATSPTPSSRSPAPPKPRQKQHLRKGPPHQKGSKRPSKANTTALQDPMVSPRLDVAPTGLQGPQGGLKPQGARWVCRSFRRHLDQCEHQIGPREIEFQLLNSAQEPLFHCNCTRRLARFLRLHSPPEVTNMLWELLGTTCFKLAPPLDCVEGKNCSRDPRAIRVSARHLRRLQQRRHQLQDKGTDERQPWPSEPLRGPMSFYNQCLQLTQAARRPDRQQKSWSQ
hcDAF-12 act: H. contortus DAF-12 nuclear receptor activators, primary screen, cell-based, luminescence, HEK293, lit1-tk-luc reporter; HEK293 hcDAF-12 lit1-tk-luc reporter; 0% DMSO, 100% Δ7-dafachronic acid; activation, % at 6.8 µM; 370,000 compounds, 1.4% hits;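 active means activation above the mean of all tested compounds plus 3 SD, cut at about 5.5% in these data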;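 further: 100% = response to 3 µM Δ7-dafachronic acid high control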
* marks the source's active call; other numbers are inactive results; . = no result given.

Below each compound – Rev-erbA mod	GAA850 FXN act	DAX1 inh-1	PG9 binder	SMARCA2 activ	hgDAF-12 ag	DAX1 inh-2	PLCb3 inh	ssDAF12 agonist	sPLA2-III inh	hcDAF-12 act
Cc1ccc(-c2nnn(CC(=O)N3CCC(C)CC3)n2)o1
    -3	1.1	-0.3	-2.9	2	1.1	-0.7	-2	-1.0	-1	0.1
C=CCNc1nc(N)c([N+](=O)[O-])c(NC2CCCCC2)n1
    4	6.3	-0.6	-1.1	3	-3.3	0.0	-1	-1.2	1	-1.5
Cc1cc(O)c(C(=O)/C=C/c2cccc([N+](=O)[O-])c2)c(=O)o1
    -4	0.8	1.1	-1.0	3	0.6	0.2	-6	-0.8	-7	-1.3
Cc1nn(C)c(Oc2ccccc2)c1[N+](=O)[O-]
    -3	-2.0	-0.5	0.2	-5	-3.1	-0.7	5	-0.7	0	-1.0
Cc1ncoc1C(=O)Nc1cccc(Cl)c1C
    -7	-0.5	0.4	-0.8	5	2.5	0.7	1	-1.5	0	0.7
Cc1ccc2c(c1)sc(-c1ccc(N(C)C)cc1)[n+]2C
    9	-1.9	-4.1	-0.3	-3	-7.5	-1.7	-32	-1.8	0	-1.1
Cc1cccn2c(=O)c(/C=N/O)c(N3CCCC3)nc12
    -1	1.7	-0.5	-2.3	1	3.2	-0.3	-28	-2.1	0	-0.9
CCOC1=C2[C@H](c3ccc(CC)cc3)N(S(=O)(=O)c3ccc(C)cc3)C[C@H]2C(C#N)(C#N)C(C#N)(C#N)C1
    2	.	.	-0.2	-3	-1.4	-0.3	1	-1.2	-31	-2.2
Cc1cc(C(c2ccc(O)cc2)c2cc(C)c(O)cc2C)c(C)cc1O
    7	-0.1	0.4	1.8	-4	-3.9	0.0	-7	-1.4	-43	-1.6
C=CCNC(=O)c1cccc(C(F)(F)F)c1
    -1	-0.6	0.5	2.1	0	-0.5	-0.6	-1	-2.0	5	-0.1
Cc1nn(C)cc1C(C(=O)NC1CCCCC1)N(C(=O)c1cnccn1)c1ccc(Oc2ccccc2)cc1 (stereo not given)
    -6	0.4	1.2	-1.1	1	-3.5	-0.5	2	-0.7	-1	-3.1
Nn1c(COc2cccc(Cl)c2)nc2ccccc2c1=O
    5	4.2	1.4	0.1	2	2.3	0.4	-4	-0.8	3	1.9
Clc1ccc(Cn2nnc(-c3ccccc3)n2)cc1
    -1	0.3	0.7	-1.2	1	4.2	-0.8	4	-1.0	-2	2.2
CN(C)CCCNCCCNC(=O)c1ccncc1
    0	-2.0	0.7	0.8	2	-1.1	0.3	1	-0.9	1	0.6
CCc1nc(C)cn1S(=O)(=O)c1cc(F)ccc1OC
    5	3.1	0.6	0.5	-2	-3.3	0.3	1	-0.7	-1	-1.1
COC(=O)C1CCN(C(=O)COC(=O)c2ccc3[nH]c4c(c3c2)CCCC4)CC1
    -5	0.4	0.4	0.1	0	-0.4	-0.9	-28	-1.1	-16	-1.0
Cc1cc(C)cc(C(O)c2ncc(-c3ccccc3)[nH]2)c1 (stereo not given)
    -6	0.7	.	-1.8	-2	0.0	-0.5	4	-1.2	1	0.0
CCOC(=O)c1sc(N/N=C/c2cccc(C)c2)nc1C
    -2	1.9	1.2	-1.4	0	4.3	0.6	-113	-0.4	0	0.1
Cc1ccc(CN2CCN(/N=C/c3ccc(C(=O)O)cc3)CC2)c(C)c1
    -6	-0.1	0.3	1.8	-2	-1.9	-0.3	3	-1.5	2	-1.6
C/C(N)=C(/C#N)C(=O)COC(=O)C1CCN(C(=O)c2ccc(Cl)cc2)CC1
    -2	0.3	-1.4	-1.5	-5	-4.2	0.8	0	-1.3	-2	-0.2
COc1ccc(-c2cc(C(F)(F)F)nc(SCC(=O)Nc3ccc4c(c3)OCO4)n2)cc1
    -4	3.0	0.0	0.5	-1	-1.7	-0.2	-2	-1.1	10	0.6
CC(=O)Nc1nonc1-n1nnc(C(=O)NCc2ccccc2)c1C
    0	0.3	-0.3	1.0	1	-1.6	-0.2	0	-1.4	-2	-1.1
COc1ccc(S(=O)(=O)N2CCOC2CNC(=O)C(=O)NCc2ccccn2)cc1OC (stereo not given)
    -3	1.0	1.1	-0.2	-6	-3.5	0.5	7	-0.3	1	2.0
O=C1NC(c2ccccc2)N=C2Oc3ccccc3C=C12 (stereo not given)
    1	-2.6	-1.0	2.6	-2	1.8	0.1	-16	0.1	-8	3.4
CCOc1ccc(NC(=O)c2ccccn2)cc1
    1	-8.8	-5.7	-2.0	-4	-6.0	0.5	0	-2.2	11	-0.1
CCOc1ccccc1OCC(=O)NN=C1CCCC(=O)C1
    -4	-1.1	-3.2	0.7	1	2.2	-5.6	-363	-0.7	-105	0.0
COc1cc(NC(=O)NC(C)(C(F)(F)F)C(F)(F)F)cc(OC)c1OC
    -1	1.6	0.9	1.3	-2	-1.9	0.4	-3	-0.7	-1	-2.4
COc1ccc(C)cc1NC(=O)NCCCCc1ccccc1
    -5	0.1	0.1	-1.9	-4	0.0	-0.2	-1	-0.4	-7	-1.4
COCCCNC(=O)CC1C[C@H](C(=O)N2CCOCC2)[C@@]2(C)c3[nH]c4ccc(OC)cc4c3CCN2C1=O (stereo not given in full)
    7	-0.2	-0.7	0.5	-3	2.6	4.1*	1	-1.1	5	1.7
O=C1CS/C(=N/N=C2C3CC4CC(C3)CC2C4)N1
    0	-0.7	-0.6	0.9	2	5.0	0.0	-7	-0.4	14	3.0
CCC(O)(Cc1ccccn1)Cc1ccccn1
    4	1.9	1.5	-0.9	5	1.2	0.9	-12	-1.1	1	1.2
C[C@H](O)[C@@H]1C(=O)N2CCc3c([nH]c4c(-c5ccccc5)cccc34)[C@@H]2C[C@@H]1N(C)CC1CCCCC1
    7	.	.	-1.4	-1	-2.1	0.0	-107	-1.1	-3	-1.4
CCOC(=O)C1(Cc2ccccc2)CCN(Cc2cn[nH]c2-c2ccccc2)CC1
    3	-4.8	1.4	-1.6	0	-4.2	-0.1	2	-1.2	-15	-3.0
O=C(N/N=C/c1cn(-c2cccs2)nc1-c1ccccc1)c1ccccc1Cl
    11	4.3	-0.4	-2.6	1	0.2	-1.0	-14	-1.5	-16	-1.8
CC(C)NC(=O)C(c1ccc(F)cc1)N(C(=O)CCC(=O)Nc1ccccn1)c1cccc(F)c1 (stereo not given)
    -4	0.3	1.5	-0.3	2	2.7	-0.3	-5	-0.7	6	1.7
COc1ccc(OC(F)(F)F)cc1CC1(C)C(=O)Nc2cccc(Cl)c21 (stereo not given)
    0	2.6	.	-0.9	-1	-0.1	0.3	3	-1.1	-6	-2.5
COCC(=O)N1CCCC(C(=O)c2ccc(-c3ccccc3)cc2)C1 (stereo not given)
    1	3.2	2.2	0.4	-2	2.5	-0.2	-7	-1.9	2	-0.3
COCCCN(C(=O)CCOc1ccc(C(C)(C)C)cc1)c1c(N)n(Cc2ccccc2)c(=O)[nH]c1=O
    -2	-1.7	0.9	-0.6	2	-1.3	1.3	-10	-1.1	-5	0.4
COc1ccccc1N1CCN(C2CCCN(C(=O)c3ccoc3C)C2)CC1 (stereo not given)
    0	1.3	-0.6	-0.9	-2	-2.4	-1.0	-7	-0.7	0	-1.0
Fc1ccc(CSc2nnc(-c3cccnc3)n2Cc2ccco2)cc1
    -4	0.4	-1.6	-1.9	0	-1.1	-0.8	-1	-1.0	-3	-0.9
COc1ccc(Cn2cc(CN3[C@@H](Cc4ccccc4)COc4cc(Br)ccc4S3(=O)=O)nn2)cc1
    5	.	.	.	-3	1.2	-1.4	-4	-1.4	3	-1.9
OC(COCc1cccs1)CN1CCCCCC1 (stereo not given)
    0	-0.4	-0.7	-0.9	2	-0.2	0.0	-1	-1.2	3	-1.3
c1ccc2c(c1)NCCS2
    -4	2.0	0.9	-3.8	3	1.9	1.1	-32	-0.7	7	3.4
CCCCCc1ccc(OCCCC[n+]2ccc(C)cc2)c(CCCCC)c1
    21*	-0.5	-3.2	-0.5	-10	-6.2	-4.7	-3	-3.4	-5	-4.0
COc1ccc2c(c1)OC[C@H]1[C@H]2N2C(=O)CN(Cc3ccc(F)cc3)C(=O)[C@@]2(C)[C@H]1c1ccccc1
    3	2.4	2.0	-0.6	-1	-1.2	-0.3	4	-1.5	-5	-0.9

2 entries from above, comma-delimited:
molecule,Rev-erbA mod,GAA850 FXN act,DAX1 inh-1,PG9 binder,SMARCA2 activ,hgDAF-12 ag,DAX1 inh-2,PLCb3 inh,ssDAF12 agonist,sPLA2-III inh,hcDAF-12 act
COc1ccc(Cn2cc(CN3[C@@H](Cc4ccccc4)COc4cc(Br)ccc4S3(=O)=O)nn2)cc1,5,.,.,.,-3,1.2,-1.4,-4,-1.4,3,-1.9
OC(COCc1cccs1)CN1CCCCCC1 (stereo not given),0,-0.4,-0.7,-0.9,2,-0.2,0.0,-1,-1.2,3,-1.3

Assay outcomes from PubChem BioAssay.
